CCHFV vOTU inh = CCHFV vOTU protease inhibitors, primary screen, biochemical, Pep-AMC substrate, fluorescence; 370,000 compounds, 0.55% hits; AID 651958, 2012; inhibition, % at 11.5 µM; Crimean-Congo hemorrhagic fever virus L polyprotein viral ovarian tumor (vOTU) protease …; in the data active = inhibition above about 30%; also: 0% = vehicle wells with enzyme and 100% = no enzyme wells
TcdB inh = TcdB glycohydrolase inhibitors, primary screen, biochemical, single point, plate reader; TcdB glycohydrolase enzymatic assay; inhibition, % at 9.99 µM; Toxin B (Clostridioides difficile), P18177; 350,000 compounds, 0.24% hits; in the data active = inhibition above about 10%
VHR inh abs = VHR1 phosphatase inhibitors, primary screen, biochemical, absorbance, uHTS | inhibition, % at 13.3 µM | Dual specificity protein phosphatase 3 (Homo sapiens), P51452 | 290,000 compounds, 0.52% hits | recombinant VHR phosphatase, pNPP absorbance; in the data active = inhibition above about 50%; also: some compounds called inactive have numbers as strong as hits
Target sequence (P51452 whole entry, looked up): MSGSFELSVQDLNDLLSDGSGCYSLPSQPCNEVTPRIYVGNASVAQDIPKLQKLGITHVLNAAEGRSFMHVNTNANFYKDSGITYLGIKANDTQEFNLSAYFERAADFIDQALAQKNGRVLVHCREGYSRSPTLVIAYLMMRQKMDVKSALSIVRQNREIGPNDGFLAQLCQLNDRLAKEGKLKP
SSB-PriA inh = inhibitors of Klebsiella pneumoniae PriA binding to SSB C-terminal tail, primary screen, biochemical, AlphaScreen | PriA–SSB C-terminal tail interaction (Klebsiella pneumoniae) | AlphaScreen SSBct-PriA binding, biotinylated peptide | inhibition, % at 33 µM | 430,000 compounds, 0.6% hits | AID 1272365, 2023; in the data active = inhibition mostly above about 37%, no sharp cut-off; inactive = mostly below about 20%;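 also: plate controls were negative control peptide for no effect and reference peptide for full effect; strong numbers were not always called active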
BH1578 lux ind = inducers of Vibrio cholerae quorum light production without autoinducers, primary screen, BH1578 luxS cqsA deficient, single point. V. cholerae BH1578 lux reporter, luminescence, 6 h. activation, % at 18.7 µM. 350,000 compounds, 0.16% hits; in the data active = activation mostly above about 9.7%, no sharp cut-off; also: not every result past the cut was called active; inactives centre near 0; reference of the scale not given here
Yp Topo-I inh = Yersinia pestis topoisomerase I inhibitors, primary screen, biochemical, cleavage product accumulation, plate reader, single point. DNA topoisomerase I (Yersinia pestis CO92). AID 504884, 2011. 360,000 compounds, 0.064% hits. Y. pestis Topo-I cleavage product accumulation. activity, % at 10 µM; in the data active = activity above about 50%, passing the limit was not always enough; also: inactives centre near 2
3CLpro inhibitor = SARS-CoV 3CLpro protease inhibitors, primary screen, biochemical, quenched FRET | Replicase polyprotein 1ab (Severe acute respiratory syndrome coronavirus), P0C6X7 | AID 1706, 2009 | recombinant SARS-CoV 3CLpro, quenched FRET peptide cleavage | 290,000 compounds, 0.14% hits | inhibition, % at 6 µM; in the data active = inhibition above about 12%
PrPC surface inh = inhibitors of human cell surface prion protein PrPC, primary screen, cell-based, TR-FRET; Major prion protein (Homo sapiens), P04156; TR-FRET read-out; inhibition, % at 13.8 µM; 370,000 compounds, 0.43% hits; AID 720596, 2013; in the data active = inhibition above about 24%; also: 0% = median of the test wells and 100% = reference compound wells
Rv3671c inh = Rv3671c serine protease inhibitors, primary screen, biochemical, fluorescence polarization, M. tuberculosis H37Rv | P9WHR9 | inhibition, % at 5.96 µM | 320,000 compounds, 0.048% hits | AID 2606, 2010; in the data active = inhibition above about 38%;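 also: extracellular domain of Rv3671c used as enzyme; 0% = enzyme with DMSO and 100% = no enzyme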
Target sequence (P9WHR9 whole entry, looked up, the tested form may be a part): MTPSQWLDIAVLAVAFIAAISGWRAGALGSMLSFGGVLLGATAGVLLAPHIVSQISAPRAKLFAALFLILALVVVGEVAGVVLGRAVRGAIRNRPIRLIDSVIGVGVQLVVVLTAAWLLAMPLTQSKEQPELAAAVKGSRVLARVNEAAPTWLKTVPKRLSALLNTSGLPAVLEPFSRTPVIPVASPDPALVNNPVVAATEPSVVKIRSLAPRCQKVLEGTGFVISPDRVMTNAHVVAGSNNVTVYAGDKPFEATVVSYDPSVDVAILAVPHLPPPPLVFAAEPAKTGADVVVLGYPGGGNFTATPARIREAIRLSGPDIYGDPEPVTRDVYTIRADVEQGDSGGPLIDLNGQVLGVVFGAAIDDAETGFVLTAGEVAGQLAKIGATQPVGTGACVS
MazF activator = activators of E. coli MazEF toxin-antitoxin RNase, primary screen, biochemical, fluorescence, uHTS. activation, % at 20 µM. Endoribonuclease toxin MazF (Escherichia coli (strain K12)), P0AE70. 350,000 compounds, 0.32% hits. FAM/BHQ RNA-DNA oligo cleavage fluorescence, 5 h; in the data active = activation above about 50%
Target sequence (P0AE70 whole entry, looked up): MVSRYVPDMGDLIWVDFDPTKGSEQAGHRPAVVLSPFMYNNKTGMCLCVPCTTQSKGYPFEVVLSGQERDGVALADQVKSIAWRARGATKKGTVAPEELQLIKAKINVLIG
* = called active by the depositor; i = inactive; . = not tested or not shown.

SMILES	CCHFV vOTU inh	TcdB inh	VHR inh abs	SSB-PriA inh	BH1578 lux ind	Yp Topo-I inh	3CLpro inhibitor	PrPC surface inh	Rv3671c inh	MazF activator
Cn1c(NC(=O)c2ccccc2F)c(-c2cccs2)c(=O)c2ccccc21	2.9	0.9	29.0	-9.6	-1.3	1.4	0.4	8.2	-5.3	-5.0
Cc1ccc(S(=O)(=O)Nc2nc(C)c(C(=O)NN)s2)cc1	6.8	-5.9	0.0	-1.3	-0.1	11.6	5.2	-5.0	-4.8	-3.9
CCOC(=O)c1cnn(-c2ncnc3c2cnn3C)c1N	-2.5	0.2	12.5	-4.2	i	8.1	3.0	0.4	6.7	9.8
CC(=O)Nc1ccc(S(=O)(=O)NCC2CCC(C(=O)NCCCN(C)Cc3ccccc3)CC2)cc1 (configuration not stated)	10.2	1.9	-7.2	-14.9	i	-3.3	-11.7	-4.2	-5.2	7.8
CCC(C)c1ccc(NC(=O)Nc2cccnc2)cc1 (configuration not stated)	0.2	0.8	14.9	-7.2	-0.3	-4.6	2.5	10.3	-7.1	-2.2
COc1ccc(CN2CC(=O)N(c3ccccc3C)C2=S)cc1OC	8.7	1.6	22.3	9.8	-0.8	10.6	2.6	-7.7	-2.6	8.3
C/C(=N\NC(=O)C(O)c1ccccc1)c1ccc(Cl)cc1 (configuration not stated)	-5.5	0.7	-13.5	.	-1.3	12.8	-0.5	8.3	-7.0	3.3
NS(=O)(=O)c1ccc(N2CCOCC2)c(C(=O)NCc2ccc3c(c2)OCO3)c1	-3.3	2.2	.	-6.3	-0.7	-1.4	.	-2.0	.	3.8
CC(CC(=O)O)CC(=O)NNC(=O)c1cccc(Br)c1 (configuration not stated)	26.4	0.1	15.5	-3.1	-0.6	-6.6	2.7	-1.9	0.3	4.4
CCCNC(=O)N1CCN(S(=O)(=O)c2ccc(C)c(C)c2)CC1	-6.2	.	.	-14.8	-12.5	-3.6	-1.7	2.5	-5.2	-11.7
O=C(CCCCn1c(=O)[nH]c2ccccc2c1=O)NCc1ccc2c(c1)OCO2	-9.0	.	47.7	6.8	-0.3	1.9	-6.8	5.9	-10.1	2.4
CCN1C(=O)CSC1=Nc1ccc(OC)cc1	1.7	0.2	0.1	-13.7	i	-2.9	-2.9	0.6	5.4	2.6
Cc1ccc(S(=O)(=O)Nc2nc3ccccc3nc2NCc2ccco2)cc1C	-6.3	.	25.0	-7.3	-0.2	2.8	2.5	9.7	-1.3	-11.1
COc1cc(NC(=S)NCCCO)c(OC)cc1Cl	-1.9	1.2	2.1	-4.6	-0.5	-3.1	-0.8	-0.4	-6.2	2.3
CN(C)S(=O)(=O)c1ccc(Cl)c(NC(=O)COC(=O)CCC(=O)c2cccs2)c1	-7.5	1.6	3.5	-8.6	-2.0	-1.6	0.0	-1.6	4.6	0.5
Cc1c(C(=O)N/N=C/C(C)C)[nH]c2c([N+](=O)[O-])cccc12	4.5	0.0	7.8	.	-0.2	-11.3	1.9	0.7	-3.1	14.5
CC(=O)Nc1ccc(-c2ccnc3c2CC(C)(C(=O)NCC2CC2)O3)cc1 (configuration not stated)	4.2	0.7	.	.	i	-0.4	.	0.0	.	.
O=C(Nc1ccccc1N1CCN(C(=O)c2ccccc2)CC1)c1ccc(Br)o1	-2.8	0.9	2.3	-3.6	i	24.8	4.8	-2.4	-2.1	0.5
CCCOc1ccc(C(=O)N2CCN(c3ccc(N)cc3Cl)CC2)cc1	4.0	.	13.4	-12.3	-0.4	-5.4	-0.3	11.3	4.1	-0.1
CC(=O)c1cccc(N2C(=NC(=O)CCc3ccccc3)SC3CS(=O)(=O)CC32)c1 (configuration not stated)	-2.1	-0.6	10.8	-8.9	-0.4	4.8	-1.5	0.8	7.3	-0.4
CC1CCCCC1NC(=O)CCCn1c(=S)[nH]c2ccccc2c1=O (configuration not stated)	4.0	0.4	37.4	-1.0	-1.6	5.2	0.4	5.2	3.6	7.7
COc1cc(-c2cc(C(=O)NN3CCN(C)CC3)c3ccccc3n2)cc(OC)c1OC	0.6	0.7	-1.0	.	.	.	-2.2	3.8	2.7	.
CCOc1ccc(S(=O)(=O)N(CC(=O)N2CCc3ccccc32)Cc2ccco2)cc1	-0.8	.	24.4	-7.9	2.9	-0.7	-0.8	-1.2	0.3	-5.0
Cc1ccc(S(=O)(=O)N2CCC(=O)N(CCOCc3ccc(F)cc3)CC2)cc1	-7.0	1.3	0.2	13.9	i	12.6	3.8	12.8	-3.6	7.7
CCC/C=C/c1ccc(CN2C(C(C)C)C(=O)N(Cc3cn(Cc4ccco4)nn3)CCS2(=O)=O)cc1 (configuration not stated)	21.6	2.2	.	.	-0.2	35.1	.	2.2	.	10.3
CCc1nc2c(OCc3cccc(Cl)c3)cccn2c1N(C)C(=O)Nc1ccccc1OC	3.1	0.8	.	.	-0.3	28.7	.	15.1	.	.
COc1cccc(N2CCN(c3ccc4nnc(CCC(=O)Nc5cccc(C(C)=O)c5)n4n3)CC2)c1	-4.5	2.0	2.8	-7.7	0.9	-1.0	-4.0	6.2	-0.8	-26.5
Cc1ccc(/C=C2/C(=O)c3ccc(C(=O)O)cc3C2=O)o1	0.4	-1.1	1.9	8.9	-0.4	-11.9	-1.9	-8.2	.	4.2
Cc1ccc(O)c(NC(=S)NC(=O)COc2ccc(Br)cc2)c1	5.3	-0.1	-1.5	-2.4	-0.7	3.7	-0.2	9.1	-3.1	2.2
COc1ccc(NCc2ccc([N+](=O)[O-])s2)cc1	19.7	.	0.1	20.4	i	-6.4	0.7	-4.5	6.8	5.5
CC/C(=N\NC(N)=O)c1ccc(OC)c(OC)c1	-8.7	0.1	-4.3	.	-0.4	2.9	-0.5	-6.1	-1.1	-9.1
O=C(CN1C(=O)NC2(CCCC2)C1=O)OCCOc1ccc(Cl)cc1Cl	7.2	1.4	.	-8.2	i	21.9	.	-6.4	8.6	-0.2
O=C1C2C3C=CC(O3)C2C(=O)N1Cc1ccncc1 (configuration not stated)	5.9	-0.6	.	-8.8	.	3.0	.	2.8	.	1.7
NC(=O)CSc1ccc(F)cc1	-2.7	-0.7	13.1	-10.5	2.1	5.8	10.1	5.6	2.6	33.4
COc1ccc(-c2cc(C(=O)Nc3ccc(C(N)=O)cc3)c3ccccc3n2)cc1	-7.2	1.1	35.0	7.4	-2.3	2.1	4.1	5.6	-41.9	-2.6
CN1CCN(C(=O)/C=C/c2c(F)cccc2Cl)CC1	-2.0	1.0	22.9	-19.4	i	-0.4	1.3	-0.5	4.3	0.4
CCCN(C(=O)COC(=O)C12CCC(=O)N1c1ccccc1S2)c1c(N)n(Cc2ccccc2)c(=O)[nH]c1=O (configuration not stated)	7.5	0.0	-11.2	-2.3	0.6	9.1	5.7	-7.1	-6.8	-0.9
Cc1cc(C)n2nc(C(=O)OCC(=O)Nc3ccc(F)cc3F)nc2n1	11.6	2.8	.	-6.0	1.7	-0.5	.	-4.4	3.9	7.7
Cc1cccc(/C(N)=N/OC(=O)N2CCOCC2)c1	4.0	.	20.2	.	i	4.2	3.3	18.4	2.5	7.3
O=C(COC(=O)CCNS(=O)(=O)c1ccc(Cl)cc1)NCc1ccccc1	-0.5	0.4	.	.	-0.3	5.7	.	-2.1	.	-6.3

Two neighbouring compounds out of the list so far, quoted:
SMILES	CCHFV vOTU inh	TcdB inh	VHR inh abs	SSB-PriA inh	BH1578 lux ind	Yp Topo-I inh	3CLpro inhibitor	PrPC surface inh	Rv3671c inh	MazF activator
CC1CCCCC1NC(=O)CCCn1c(=S)[nH]c2ccccc2c1=O (configuration not stated)	4.0	0.4	37.4	-1.0	-1.6	5.2	0.4	5.2	3.6	7.7
COc1cc(-c2cc(C(=O)NN3CCN(C)CC3)c3ccccc3n2)cc(OC)c1OC	0.6	0.7	-1.0	.	.	.	-2.2	3.8	2.7	.

The results go on.
SMILES	CCHFV vOTU inh	TcdB inh	VHR inh abs	SSB-PriA inh	BH1578 lux ind	Yp Topo-I inh	3CLpro inhibitor	PrPC surface inh	Rv3671c inh	MazF activator
Cc1cccc(C(=O)O)c1O	-1.3	5.0	.	.	-0.3	3.0	.	2.0	.	.
CCCNC(=O)c1cn(CC)c2cc(N3CCN(C)CC3)c(F)cc2c1=O	-12.5	.	24.0	-15.0	0.0	-7.1	-4.8	-8.8	-5.8	2.6
CC(=O)NCCC(=O)N1CCCC(C(=O)c2ccc3c4c(cccc24)CC3)C1 (configuration not stated)	-13.6	0.6	14.7	-9.3	i	14.0	-0.5	-6.5	1.5	15.1
CC1(C)CC(=O)C(C(C2=C(O)CC(C)(C)CC2=O)c2cccc(O)c2)C(=O)C1 (configuration not stated)	-0.6	.	9.9	-11.4	1.4	-5.6	-1.4	-5.7	-5.4	2.6
COC(=O)c1ccccc1NC(=O)c1ccc2c(c1)OCCO2	9.2	.	10.9	-20.1	-0.3	6.5	6.0	4.9	-16.3	6.4
Nc1nc2c(F)c(F)c(F)cc2s1	1.7	1.8	26.2	9.4	-1.9	3.1	0.2	-0.1	4.4	13.9
COc1cccc(C2=NN(C(=O)c3ccco3)C(c3ccco3)C2)c1 (configuration not stated)	1.0	1.6	17.9	-13.6	-0.1	2.9	-3.1	5.1	-9.1	0.5
CC(=O)N1C(C(=O)O)Cc2c([nH]c3ccccc23)C1(C)C (configuration not stated)	-0.9	2.3	20.4	-5.7	-0.3	1.3	3.8	3.1	-0.4	1.0
COc1ccc(C(=O)N2CCCCC2c2cc(C(=O)NCc3ccc(F)cc3)no2)cc1 (configuration not stated)	1.4	0.4	.	.	-0.1	-6.9	.	6.1	.	.
COC(=O)c1[nH]c2cc(OC)ccc2c1NC(=O)c1nonc1C	-2.2	.	11.7	-7.4	-0.4	4.9	0.2	-0.2	2.0	0.3
C=CCn1c(SCC(=O)NC(C)(C)C)nnc1-c1ccccc1O	3.2	.	-12.0	-8.0	i	-8.6	-0.8	-2.5	3.5	9.5
COc1ccc(Cl)cc1NC(=O)Nc1cn(C)nc1C	4.3	1.2	2.6	-13.0	i	-9.5	-8.6	-1.1	-8.7	7.7
OCc1nc2ccccc2n1C/C=C/c1ccccc1	-26.0	.	3.4	-18.7	i	10.3	0.3	-7.1	-2.9	6.6
Cc1cc(C)nc(SCC(=O)N/N=C/C=C/c2ccccc2)n1	-5.5	1.2	4.3	.	-0.5	8.7	0.4	4.2	-11.9	-9.1
C[N+](C)(C)CCCCCCCCCC[N+](C)(C)C	-2.9	0.3	0.9	-8.3	12.9	-3.8	4.2	-0.9	-3.4	0.7
COc1ccc(CNS(=O)(=O)c2ccc3c(c2)N(C(C)=O)CCO3)cc1	-5.9	-1.2	14.2	-14.8	-0.3	-5.7	-0.3	1.3	2.5	-21.5
CCN(CCC#N)c1ccc(N2C(=O)CCCC2=O)cc1[N+](=O)[O-]	10.9	0.9	5.2	2.4	0.9	2.1	-1.7	-14.8	4.4	6.3
Cc1c(NC(=O)C23CC4CC(CC(Br)(C4)C2)C3)c(=O)n(-c2ccccc2)n1C	-2.2	0.1	27.9	-5.6	-0.3	4.3	1.6	-0.6	4.7	3.8

Reprinted at random: two entries already listed
SMILES	CCHFV vOTU inh	TcdB inh	VHR inh abs	SSB-PriA inh	BH1578 lux ind	Yp Topo-I inh	3CLpro inhibitor	PrPC surface inh	Rv3671c inh	MazF activator
Cc1c(NC(=O)C23CC4CC(CC(Br)(C4)C2)C3)c(=O)n(-c2ccccc2)n1C	-2.2	0.1	27.9	-5.6	-0.3	4.3	1.6	-0.6	4.7	3.8
COc1ccc(Cl)cc1NC(=O)Nc1cn(C)nc1C	4.3	1.2	2.6	-13.0	i	-9.5	-8.6	-1.1	-8.7	7.7

This is a subset; rates above refer to the full screens.
